NALP1 inh – blocks the NALP1 inflammasome reconstituted in yeast; S. cerevisiae NALP1/ASC/caspase-1 growth, X-gal OD620, 72 h; actives 0.61% (n = 280,000); AID 2071; inhibition, % at 10 µM; in the data active = inhibition mostly above about 24%, no sharp cut-off; inactive = mostly below about 32%; note: some compounds called inactive have numbers as strong as hits
VIM-2 inhibitor – blocks Pseudomonas aeruginosa VIM-2 metallo-beta-lactamase; purified VIM-2, nitrocefin hydrolysis, epi-absorbance fluorescence; inhibition, % at 5.6 µM; actives 0.89% (n = 290,000); AID 1527;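 active = inhibition above the mean of all tested compounds plus 3 SD, cutoff set per screening run, cut at about 7.5% in these data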;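 note: red hydrolysis product quenches plate fluorescence so inhibitors raise well fluorescence; 0% = enzyme with DMSO and 100% = DMSO without enzyme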
IMP-1 inhibitor – inhibitors of Pseudomonas aeruginosa IMP-1 metallo-beta-lactamase | purified IMP-1, nitrocefin hydrolysis, epi-absorbance fluorescence | inhibition, % at 5.6 µM | actives 0.45% (n = 290,000);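 active = inhibition above the mean plus 3 SD of all compounds in the same screening run, cut at about 4.5% in these data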;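 note: 0% = IMP-1 with DMSO and 100% = DMSO wells lacking enzyme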
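Assay system: purified IMP-1; Quantity: IMP-1 0.2 nM before substrate addition; Medium: HEPES buffer pH 7.1 with ZnSO4 and Brij 35; Incubation: 15 min enzyme–compound preincubation, then 25 min nitrocefin reaction, 25 °C; Signal: fluorescence quenching readout, ex 480/em 530 nm; Controls: DMSO with and without IMP-1; Repeats: singlicate testing.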
MEKK2 WT-MEK5 – raises or lowers MEK5 binding to wildtype human MEKK2 PB1 domain; bead flow cytometry, Alexa488-MEK5 binding to MEKK2 WT; actives lie on both sides; actives 1.1% (n = 290,000); binding response (% of control), % at 10 µM; Q9Y2U5; in the data active = binding response below about 67% or above about 130%
HCV NS3 hel inh – blocks Hepatitis C virus NS3 helicase unwinding | NS3 helicase DNA unwinding, Cy5 molecular beacon fluorescence | inhibition, % at 10.9 µM | actives 0.56% (n = 290,000);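 active = inhibition above the mean of all tested compounds plus 3 SD, set per campaign, cut at about 35% in these data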;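 note: 0% = DMSO wells and 100% = thioflavine S control wells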
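System: NS3 helicase fragment of HCV / Schedule: 1 h at 25 °C / Control set: DMSO alone as 0% and 110 µM thioflavine S as 100% / Reagent: Cy5/quencher beacon DNA duplex and ATP to start / Technique: Cy5 fluorescence / Replication: singlicate / Evaluation: % inhibition of end-to-start signal ratio versus controls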
DNA FID counter – counter-screen for HCV NS3 helicase inhibitors: DNA intercalator displacement; inhibition, % at 7.9 µM; actives 0.17% (n = 290,000); DNA fluorescent intercalator displacement, fluorescence; in the data active = inhibition above about 37%;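 note: 0% = vehicle and 100% = reference compound; higher means more ethidium bromide displaced from hairpin DNA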
UBC9 SUMO inh – inhibitors of human SUMOylation (UBC9). HTRF SUMOylation assay, SAE1/SAE2 + UBC9, in vitro. actives 0.36% (n = 290,000). inhibition, % at 35 µM. AID 2006. P63279; in the data active = inhibition above about 50%, passing the limit was not always enough; note: strong numbers were not always called active
Target sequence (P63279 whole entry, looked up): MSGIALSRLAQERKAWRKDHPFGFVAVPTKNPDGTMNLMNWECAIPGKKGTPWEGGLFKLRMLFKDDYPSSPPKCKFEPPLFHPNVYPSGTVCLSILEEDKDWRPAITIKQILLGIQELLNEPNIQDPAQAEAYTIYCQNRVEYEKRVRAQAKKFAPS
PfM18AAP inh – blocks P. falciparum M18 aspartyl aminopeptidase. recombinant PfM18AAP, H-Glu-NHMec fluorogenic cleavage. inhibition, % at 7.35 µM. actives 1.2% (n = 290,000). AID 1822;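 active = inhibition above the campaign mean inhibition over all tested compounds plus 3 SD, cut at about 28% in these data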;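 note: 0% = plate median of test compound wells and 100% = 2 mM ZnCl2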
MEKK2 mut-MEK5 – signal of MEK5 binding to mutant human MEKK2 PB1 domain; percent response, % at 10 µM; bead flow cytometry, Alexa488-MEK5 binding to MEKK2 mutant; actives 0.35% (n = 290,000); in the data active = percent response above about 24%, passing the limit was not always enough; note: inactives centre near 1; some results filed as inactive read as strong as hits
The depositor's hits bear a star; · = not tested or not shown; [ ] = remark or other dose.

SMILES | NALP1 inh | VIM-2 inhibitor | IMP-1 inhibitor | MEKK2 WT-MEK5 | HCV NS3 hel inh | DNA FID counter | UBC9 SUMO inh | PfM18AAP inh | MEKK2 mut-MEK5
Cc1cc(C)n(-c2cc(O)c(-n3nc(C)cc3C)cc2O)n1 | -1.5 | -1.2 | -3.9 | 101.0 | 4.1 | -3.5 | 17.4 | 45.6* | 0.0
Cn1cc(S(=O)(=O)NCc2cccs2)c(=O)n(C)c1=O | 23.2 | 0.4 | -3.7 | 108.0 | -2.0 | 1.7 | -10.1 | 4.7 | 13.0
Cc1ccc(NC(=O)CSc2ncnc3ccccc23)cc1S(=O)(=O)N1CCOCC1 | -5.1 | -1.6 | -2.5 | 87.0 | 0.8 | -33.1 | 4.8 | 4.5 | -16.0
O=S(=O)(Nc1ncccc1O)c1ccc(Cl)cc1 | 2.1 | -1.2 | -2.3 | 100.0 | -3.3 | -2.4 | 18.4 | -3.5 | 2.0
CCOC(=O)c1c(C=O)c(C)n(Cc2ccc(C)cc2)c1C | 9.5 | -5.7 | -4.2 | 100.0 | 2.6 | -22.2 | -19.1 | 6.7 | -3.0
COc1ccc(S(=O)(=O)Nc2c(NC3CCCCC3)c3ccccc3oc2=O)cc1 | 15.6 | 1.1 | -0.4 | 98.0 | -12.6 | -41.6 | 1.5 | 1.8 | 0.0
O=S(=O)(c1ccc(S(=O)(=O)N2CCOCC2)cc1)N1CCCC1 | 7.8 | -2.2 | -3.9 | 95.0 | -5.1 | -7.2 | 13.1 | 1.0 | -12.0
CC(=O)Nc1ccc(/C=C/C(=O)c2ccccc2)cc1 | -1.3 | 0.0 | 1.0 | 96.0 | -6.5 | -8.5 | 14.3 | 0.2 | 3.0
CS(=O)(=O)Nc1ccccc1C(=O)NC1CC2CCC1C2 (stereo not drawn) | 3.4 | -1.0 | -2.1 | 99.0 | -7.8 | 2.5 | -5.2 | -1.6 | 4.0
COc1ccc(N2CCN(S(=O)(=O)CC34CCC(CC3=O)C4(C)C)CC2)cc1 (stereo not drawn) | 13.0 | 1.0 | -0.5 | 106.0 | -3.8 | -25.4 | 18.3 | -4.3 | 2.0
COCCCNCC(O)COc1cccc2[nH]c(C)cc12 (stereo not drawn) | 20.6 | -0.4 | -1.2 | 90.0 | -4.8 | 6.4 | 1.0 | 0.8 | -8.0
Cc1cccc(N2CCN(Cc3ccc([N+](=O)[O-])o3)CC2)c1C | 13.9 | -1.6 | -2.3 | 108.0 | 0.9 | 2.8 | 1.8 | 5.7 | 11.0
CCN(CC)C(=O)Cn1cc(S(=O)(=O)CC(=O)Nc2ccc(F)cc2F)c2ccccc21 | 8.0 | 0.3 | -1.2 | 101.0 | -1.0 | -37.4 | 1.7 | -2.9 | 0.0
CCCCS(=O)(=O)/C=C\C=C/S(=O)(=O)CCCC | 125.6* | -0.3 | -1.8 | · | -6.2 | -9.0 | 2.3 | -42.3 | ·
Cc1cc(C(=O)COc2ccccc2C(N)=O)c(C)n1C | 16.6 | -0.4 | 0.4 | 100.0 | 2.3 | -5.8 | 13.6 | -3.4 | 1.0
CC1CCCC(C)N1C(=O)c1ccc2c(c1)S(=O)(=O)c1ccccc1C2=O (stereo not drawn) | 26.5 | 2.0 | 1.1 | -12.0*[inhibitor] | -16.2 | -26.5 | 10.2 | -9.4 | -26.0
CSC1=NCCN1S(=O)(=O)c1ccc(Cl)cc1 | 7.5 | 0.3 | -0.9 | 87.0 | 1.6 | -3.9 | 17.3 | -2.6 | -11.0
Nc1ccccc1-c1nnc(-c2ccccc2N)n1N | -1.4 | -3.2 | -3.3 | 107.0 | -10.6 | -3.0 | -5.4 | 4.7 | 2.0
Cc1nc(-c2ccc([N+](=O)[O-])cc2)sc1C(=O)O | 2.0 | -2.3 | -1.5 | 107.0 | 2.3 | -0.7 | 13.6 | 2.9 | 8.0
CCOc1ccc(S(=O)(=O)N2CCC(C(=O)N3CCOCC3)CC2)cc1Cl | -16.0 | -1.8 | -2.1 | 100.0 | -7.3 | -29.6 | -0.4 | -2.1 | 0.0
CC(C)CC1c2[nH]c3ccccc3c2CCN1C(=O)CCC(=O)N(C)C (stereo not drawn) | 3.7 | -3.8 | -0.8 | 84.0 | -1.2 | -17.5 | 11.9 | 1.5 | -10.0
O=C(CCCN1C(=O)c2cccc3cccc(c23)C1=O)NCc1cccnc1 | 3.5 | 4.6 | -4.3 | 88.0 | 0.2 | -20.4 | 16.6 | -8.0 | -9.0
CCc1nonc1NC(=O)c1oc2ccccc2c1C | -0.9 | -4.9 | -0.8 | 98.0 | 6.7 | -7.4 | · | 8.8 | 10.0
COc1ccc(NC(=O)CSc2nnc(NC(=O)c3ccco3)s2)cc1OC | -4.9 | -0.7 | -2.1 | 98.0 | 0.4 | -10.2 | 20.9 | 1.1 | 0.0
Cc1ccc(NC(=O)CN2CCc3cc4c(cc3C2C)OCCCO4)cc1 (stereo not drawn) | 15.2 | -3.4 | -0.8 | 94.0 | -25.4 | -16.1 | -4.7 | 1.3 | -7.0

Quoted at random: three entries already listed, in no set order.
SMILES | NALP1 inh | VIM-2 inhibitor | IMP-1 inhibitor | MEKK2 WT-MEK5 | HCV NS3 hel inh | DNA FID counter | UBC9 SUMO inh | PfM18AAP inh | MEKK2 mut-MEK5
CC(C)CC1c2[nH]c3ccccc3c2CCN1C(=O)CCC(=O)N(C)C (stereo not drawn) | 3.7 | -3.8 | -0.8 | 84.0 | -1.2 | -17.5 | 11.9 | 1.5 | -10.0
Nc1ccccc1-c1nnc(-c2ccccc2N)n1N | -1.4 | -3.2 | -3.3 | 107.0 | -10.6 | -3.0 | -5.4 | 4.7 | 2.0
Cc1cccc(N2CCN(Cc3ccc([N+](=O)[O-])o3)CC2)c1C | 13.9 | -1.6 | -2.3 | 108.0 | 0.9 | 2.8 | 1.8 | 5.7 | 11.0

Returning to the listing with the two entries that preceded the break.
SMILES | NALP1 inh | VIM-2 inhibitor | IMP-1 inhibitor | MEKK2 WT-MEK5 | HCV NS3 hel inh | DNA FID counter | UBC9 SUMO inh | PfM18AAP inh | MEKK2 mut-MEK5
COc1ccc(NC(=O)CSc2nnc(NC(=O)c3ccco3)s2)cc1OC | -4.9 | -0.7 | -2.1 | 98.0 | 0.4 | -10.2 | 20.9 | 1.1 | 0.0
Cc1ccc(NC(=O)CN2CCc3cc4c(cc3C2C)OCCCO4)cc1 (stereo not drawn) | 15.2 | -3.4 | -0.8 | 94.0 | -25.4 | -16.1 | -4.7 | 1.3 | -7.0
CCSC1=C(C#N)C(c2ccccc2Cl)CC(=O)N1 (stereo not drawn) | 8.0 | -1.4 | -3.0 | 103.0 | 0.9 | -4.3 | 2.2 | 10.2 | 2.0
Cn1c(=O)[nH]c(=O)c2c1nc(N)n2Cc1ccccc1 | 30.1 | -1.3 | -3.3 | 101.0 | -1.0 | -5.8 | 16.2 | -0.4 | 9.0
CCn1nc(C)c(/C=N\NC(=O)c2ccc3c(c2)OCO3)c1C | -24.6 | -4.6 | -3.6 | 85.0 | 3.0 | -5.3 | 1.1 | 9.7 | -9.0
CCc1ccc(Nc2cnn(-c3nc4ccccc4s3)c(=O)c2Cl)cc1 | -35.2 | -0.7 | 0.4 | 96.0 | 2.9 | -0.8 | 8.5 | -16.6 | -2.0
Nc1cccnc1Sc1ccc(Cl)cc1 | 9.7 | 1.2 | -1.7 | 100.0 | 1.9 | 2.2 | 6.4 | -3.8 | 2.0
COc1cc(NC(=O)CSc2ncnc3sc4c(c23)CCC(C)C4)c(C(=O)O)cc1OC (stereo not drawn) | -0.2 | -2.7 | -4.9 | 96.0 | 19.8 | -22.2 | 3.2 | 8.3 | -1.0
Cc1occc1C(=O)N1CCN(S(C)(=O)=O)CC1 | 2.0 | -1.7 | -6.4 | 112.0 | -28.1 | -5.6 | 0.9 | 7.9 | 5.0
COc1ccc(-n2c(C)nc(N)c2C(=O)c2ccccc2)cc1 | 21.6 | -0.6 | -2.5 | 99.0 | -15.8 | -7.8 | 19.0 | -3.4 | -4.0
Nn1cnnc1SCC(=O)Nc1ccc2c(c1)OCO2 | 1.2 | -0.1 | -1.9 | 86.0 | -6.8 | 4.0 | 13.7 | -14.9 | -3.0
CN1C2CCC1/C(=C\c1ccccc1Cl)C(=O)/C2=C\c1ccccc1Cl | -5.2 | · | · | 94.0 | · | · | 12.1 | · | -2.0
CCOC(=O)c1c(N)sc2c(NC(C)=O)cccc12 | -7.4 | 1.6 | -0.4 | 107.0 | 0.6 | 2.1 | -6.7 | -6.9 | 6.0
Cc1cc(=O)[nH]c(N/N=C/c2ccc(OC(=O)c3cccnc3)cc2)n1 | 5.0 | 1.2 | -1.3 | 100.0 | 2.2 | 7.1 | 10.8 | -11.9 | -2.0
Cc1ccccc1OCC(=O)NC(=S)Nc1cccc2cc(O)ccc12 | 12.7 | -3.5 | 1.0 | 95.0 | -12.8 | -9.5 | -4.0 | -6.9 | -2.0
CC(=O)N1CC(C)c2scc(C)[n+]2-c2ccccc21 (stereo not drawn) | 38.3 | -0.7 | -1.5 | 97.0 | -1.0 | -22.9 | 0.5 | 22.6 | 0.0
CN(C)S(=O)(=O)c1cccc(C(=O)Nc2ccccc2N2CCCCC2)c1 | 10.1 | -4.1 | -3.7 | 99.0 | -7.6 | -35.8 | -13.9 | 3.8 | 0.0
Cc1c(Cl)c([N+](=O)[O-])nn1CCCC(=O)NC(C)c1ccccc1 (stereo not drawn) | 28.4 | -2.2 | -1.0 | 103.0 | 2.5 | -1.6 | -6.9 | -0.4 | 1.0
CCOC(=O)CSc1ncc(OC)c(Sc2ccc(OC)cc2)n1 | -2.6 | -2.5 | -0.6 | 98.0 | -8.5 | -17.5 | -11.1 | 4.2 | 1.0
CC(=O)Nc1cc(NC(C)=O)cc(-c2nc3ccccc3[nH]2)c1 | 0.4 | -0.9 | -2.2 | 85.0 | 0.0 | 13.4 | 0.0 | 0.7 | -11.0
O=C(NNC(=O)C1CCN(Cc2ccccc2)CC1)c1cccc(Cl)c1 | 25.3 | -2.7 | -2.4 | 102.0 | 0.9 | -2.0 | 2.9 | -1.9 | 14.0
O=C(N/N=C/c1cc2cc3c(cc2nc1Cl)OCCO3)c1ccccc1O | 25.9 | -2.9 | -6.9 | 99.0 | -2.4 | 0.1 | 24.8 | 2.5 | 1.0
CC(=O)C1=C(C)NC(SCC(=O)c2cc(Cl)ccc2Cl)=C(C#N)C1c1ccco1 (stereo not drawn) | 0.6 | -0.5 | -4.4 | 88.0 | -1.7 | -4.0 | 33.7 | 3.0 | -2.0
CC(NC(=O)CSc1ncccn1)c1ccc(Cl)cc1Cl (stereo not drawn) | -1.6 | -2.3 | -2.0 | 96.0 | 2.5 | 6.3 | 11.9 | 4.2 | -9.0
Nc1nc2ccccc2n1CCOc1ccc(F)cc1 | -4.6 | -2.1 | -2.5 | 110.0 | -5.2 | 13.0 | -0.2 | -5.5 | 2.0
O=S(=O)(Nc1nccs1)c1cc(Cl)ccc1Cl | 0.9 | -3.4 | -2.0 | 100.0 | 3.8 | -3.1 | 5.5 | 0.2 | 1.0
CC(C)OC(=O)Cn1c(-c2ccccc2)c(-c2ccccc2)nnc1=O | 15.5 | -1.0 | 0.2 | 103.0 | -3.2 | -21.4 | 10.3 | -3.8 | 3.0

Screening data from PubChem BioAssay.
